PI4K2A block: qHTS for small molecular inhibitors of PI4K2A | purified PI4K2A, ADP-Glo luminescence, 1 h; hits give low values | activity change, negative = inhibition, % at 76.9 µM | Phosphatidylinositol 4-kinase type 2-alpha (Homo sapiens), Q9BTU6 | hit rate 0.13% among 420,000; in the data active = activity change below about -50%; inconclusive = mostly about -30% to -49%;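 note: -100% = wells without enzyme as full effect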
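Compounds are screened against recombinant PI4K2A using PI as substrate and ATP, the latter dispensed at 300 microM. Reactions run one hour at ambient temperature before ADP-Glo detection; full inhibition defined by wells lacking enzyme.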
TRHR PAM: qHTS for Small Molecule Agonists and Allosteric Enhancers of Human TRH Receptor: Primary Screen for Enhancers; hit rate 0.66% among 360,000; AID 493056, 2011; enhancement, % at 2 µM; Thyrotropin-releasing hormone receptor (Homo sapiens), P34981; TRHR cells, fluo-8 calcium fluorescence, EC20 TRH enhancement; in the data active = enhancement above about 30%; note: 0% is about no effect
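TRHR-expressing cells loaded with fluo-8 calcium dye were read kinetically (ex 480/em 530) during compound addition, then stimulated with an EC20 of TRH (10 nM final). Enhancement of the Gq-mediated intracellular calcium response was scored.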
D2 antagonist: HTS Assay for Allosteric Antagonists of the Human D2 Dopamine Receptor: Primary Screen for Antagonists | D(2) dopamine receptor (Homo sapiens), P14416 | HEK293 TREx D2 cells, calcium flux, dopamine EC80 | inhibition, % at 10 µM | hit rate 2% among 340,000 | AID 485344, 2010; in the data active = inhibition above about 30%; note: 0% is about no effect
Target sequence (P14416 whole entry, looked up): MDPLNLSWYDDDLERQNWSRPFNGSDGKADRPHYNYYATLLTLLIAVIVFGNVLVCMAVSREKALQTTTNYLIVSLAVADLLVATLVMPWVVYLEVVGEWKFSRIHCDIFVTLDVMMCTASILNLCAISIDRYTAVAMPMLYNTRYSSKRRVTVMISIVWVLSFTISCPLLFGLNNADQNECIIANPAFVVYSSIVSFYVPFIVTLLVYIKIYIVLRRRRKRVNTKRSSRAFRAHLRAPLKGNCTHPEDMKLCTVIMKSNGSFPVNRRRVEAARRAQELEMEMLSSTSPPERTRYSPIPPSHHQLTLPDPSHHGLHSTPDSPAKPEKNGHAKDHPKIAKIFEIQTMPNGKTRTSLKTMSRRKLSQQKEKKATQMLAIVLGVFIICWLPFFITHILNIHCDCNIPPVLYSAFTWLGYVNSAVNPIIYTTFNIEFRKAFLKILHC
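Calcium mobilization kinetics were recorded at 1 s intervals in tetracycline-induced HEK293 T-REx D2 cells, first for 180 s after compound addition and then 180 s after EC80 dopamine.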
TrxR1 substrate: qHTS Assay for Substrates of Mammalian Selenoprotein Thioredoxin Reductase 1 (TrxR1): qHTS | Potency, µM (highest dose often 114 µM), for the others: at the highest dose activity change, negative = substrate turnover | purified TrxR1 substrate turnover, NADPH consumption readout | hit rate 0.01% among 390,000 | Thioredoxin reductase 1, cytoplasmic (Rattus norvegicus), O89049; note: potency is the fitted concentration of half-maximal effect; % is set by controls: 0 for no effect and ±100 for the full control effect; nearly all actives have a fitted effect of over 50% in size
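Rat TrxR1, dispensed at 90 nM, was prereduced with 400 uM NADPH (final) for 5 min at ~22 deg C, then incubated with compound 15 min before 400 uM selenite. A first-read NADPH fluorescence drop versus no-compound background flagged substrates.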
mIDH1 inhibitor: qHTS for Inhibitors of mutant isocitrate dehydrogenase 1 (IDH1): qHTS. IDH1-R132H enzyme, NADPH consumption, diaphorase/resazurin fluorescence. Potency, µM (doses to about 76.6 µM), without a hit: top-dose activity change, negative = inhibition, usual class: inhibitors. AID 602179, 2012. hit rate 0.093% among 390,000; note: potency is the fitted concentration of half-maximal effect; % is set by controls: 0 for no effect and ±100 for the full control effect; nearly all actives have a fitted effect of over 65% in size
Target sequence (O75874 whole entry R132H, stated change not applied): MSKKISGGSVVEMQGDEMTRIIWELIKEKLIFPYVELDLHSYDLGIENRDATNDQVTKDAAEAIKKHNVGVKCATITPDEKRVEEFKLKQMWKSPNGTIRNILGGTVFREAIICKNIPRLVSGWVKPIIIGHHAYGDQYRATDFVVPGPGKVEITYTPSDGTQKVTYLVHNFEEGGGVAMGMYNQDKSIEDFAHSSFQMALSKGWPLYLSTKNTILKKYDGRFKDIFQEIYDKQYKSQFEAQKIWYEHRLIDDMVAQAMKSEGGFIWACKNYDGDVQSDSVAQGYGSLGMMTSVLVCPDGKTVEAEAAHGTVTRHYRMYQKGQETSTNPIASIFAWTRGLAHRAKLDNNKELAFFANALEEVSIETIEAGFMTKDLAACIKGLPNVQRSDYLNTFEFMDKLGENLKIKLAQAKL
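IDH1-R132H (0.5 ug/mL dispensed) in pH 7.5 Tris buffer was preincubated 30 min with compound, then given a substrate mix of 0.016 mM NADPH and 2 mM alpha-KG for 80 min at room temperature; remaining NADPH was read by diaphorase/resazurin fluorescence.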
TrxR1 inh: qHTS Assay for Inhibitors of Mammalian Selenoprotein Thioredoxin Reductase 1 (TrxR1): qHTS. recombinant rTrxR1, NADPH fluorescence consumption, selenite substrate. Potency, µM (highest dose often 114 µM), for inactives: at the top dose activity change, negative = inhibition, hits mostly inhibitors. hit rate 1% among 390,000. AID 588453, 2011; note: potency is the fitted concentration of half-maximal effect; % is set by controls: 0 for no effect and ±100 for the full control effect; nearly all actives have a fitted effect of over 65% in size
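Rat TrxR1 (90 nM in the dispensed reagent) was pre-reduced with 400 uM NADPH for 5 min at room temperature, then incubated with compound for 15 min. After 400 uM selenite was added, NADPH fluorescence (Ex 340/Em 450 nm) was followed for 8 min.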
TRHR ag: qHTS for Small Molecule Agonists and Allosteric Enhancers of Human TRH Receptor: Primary Screen for Agonists; Thyrotropin-releasing hormone receptor (Homo sapiens), P34981; hit rate 0.18% among 360,000; activation, % at 2 µM; TRHR cells, calcium flux fluo-8, FDSS agonist mode; in the data active = activation above about 30%; note: 0% is about no effect
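TRHR-expressing cells loaded with fluo-8 calcium dye; 23 nL library compound pin-transferred, kinetic FDSS fluorescence (Ex 480/Em 530) recorded about 180 s for agonist-induced calcium release, before a 10 nM TRH EC20 addition for potentiator mode.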
D2 agonist: HTS Assay for Allosteric Agonists of the Human D2 Dopamine Receptor: Primary Screen for Agonists | D(2) dopamine receptor (Homo sapiens), P14416 | HEK293 T-REx D2 cells, calcium flux agonist mode | activation, % at 2 µM | hit rate 0.53% among 340,000;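 active = activation over 3 SD above normal in the single-dose calcium agonist read, cut at about 30% in these data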; note: 0% is about no effect
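Agonism scored from kinetic calcium signal (1 read/sec, 180 s) following compound pin transfer, after a 10 s baseline. Cells: HEK293 Trex line expressing inducible D2 receptor coupled to calcium, dye-loaded after overnight culture at 30 C.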
USP1 inh: Inhibitors of USP1/UAF1: Primary Screen; recombinant USP1/UAF1, Ub-Rhodamine cleavage fluorescence; hit rate 0.23% among 390,000; Ubiquitin carboxyl-terminal hydrolase 1 (Homo sapiens), O94782; Potency, µM (highest dose often 57.1 µM), for the others: top-dose activity change, negative = inhibition, actives largely listed as inhibitors; note: potency is the fitted concentration of half-maximal effect; % is set by controls: 0 for no effect and ±100 for the full control effect; nearly all actives have a fitted effect of over 60% in size; inactives centre near -12
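Step one: compound is pinned into 1nM USP1/UAF1 in HEPES pH 7.8 buffer with TCEP. Step two: 15 min room-temperature incubation. Step three: Ub-Rho (150nM final) starts cleavage, tracked by fluorescence over six one-minute reads.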
* marks the source's active call; other numbers are inactive results; [ ] = remark or other dose. Unless noted, calls come from the whole dose curve; as a rule, active = well fitted inhibition curve with a large enough effect; inconclusive = small, poorly fitted or top-dose-only effect; inactive = no such curve, though single readings can be large or run the other way.

`COc1cc(SC)ccc1C(=O)OCC(=O)NC(=O)NC(C)C` gave PI4K2A block -2.3, TRHR PAM -27.0, D2 antagonist 22.7, TrxR1 substrate 2.7%, mIDH1 inhibitor -0.9%, TrxR1 inh 14.7%, TRHR ag -0.2, D2 agonist -0.4 and USP1 inh -29.9%.
For COC(=O)c1ccccc1NC(=O)c1nc(-c2ccc(Cl)cc2)n2c1CCCCC2 the results were PI4K2A block 4.1, TRHR PAM 34.8*, TrxR1 substrate -6.1%, mIDH1 inhibitor 6.0%, TrxR1 inh 17.4%, TRHR ag 0.6, D2 agonist 0.3 and USP1 inh inconclusive.
For Cc1ccc(N2C(=O)CC(Sc3ccccc3C(=O)O)C2=O)cc1C (centres undefined) the results were PI4K2A block 2.3, TRHR PAM 1.0, D2 antagonist 6.4, TrxR1 substrate 8.8%, mIDH1 inhibitor -1.1%, TrxR1 inh -63.7%, TRHR ag -0.3, D2 agonist -0.3 and USP1 inh -6.6%.
COc1ccc(-c2n[nH]c(=S)n2Cc2ccccc2)cc1 was read as PI4K2A block -5.8, TRHR PAM -1.5, D2 antagonist -16.2, TrxR1 substrate 8.8%, mIDH1 inhibitor 5.9%, TrxR1 inh inconclusive, TRHR ag -0.1, D2 agonist 0.1 and USP1 inh -5.2%.
CCOP(=O)(OCC)c1ccc2c(c1)C(=O)c1ccccc1CC2 was read as PI4K2A block 2.4, TRHR PAM 4.7, D2 antagonist -14.5, TrxR1 substrate 1.7%, TrxR1 inh 5.6%, TRHR ag -0.3 and D2 agonist 12.2.
`O=C(C1CCN(S(=O)(=O)c2ccc(Br)s2)CC1)N1CCN(c2cccc(Cl)c2)CC1` gave PI4K2A block 4.7, TRHR PAM -2.5, TrxR1 substrate 0.0%, mIDH1 inhibitor -4.4%, TrxR1 inh 10.3%, TRHR ag 0.6, D2 agonist 1.1 and USP1 inh -13.1%.
For CCOc1ccc(-c2nnc3ccc(SCC(=O)N4CCCCC4)nn23)cc1 the results were PI4K2A block 0.3, TRHR PAM 2.4, D2 antagonist 0.6, TrxR1 substrate 6.0%, mIDH1 inhibitor 4.6%, TrxR1 inh 17.1%, TRHR ag -1.0, D2 agonist -0.7 and USP1 inh -9.2%.
Cc1ccc(Oc2ncccc2NC(=O)CC(CC(=O)O)c2ccccc2)c2c1CCC2 (centres undefined) was read as PI4K2A block 12.2, TRHR PAM 15.6, D2 antagonist -3.7, TrxR1 substrate 6.4%, mIDH1 inhibitor -10.7%, TrxR1 inh 35.5%, TRHR ag -0.2, D2 agonist 0.4 and USP1 inh -11.2%.
O=C(OCc1cnc(Cl)s1)c1ccccc1Cl was read as PI4K2A block 4.0, TRHR PAM 6.6, D2 antagonist -5.0, TrxR1 substrate 4.6%[57.1 µM], mIDH1 inhibitor 0.9%, TrxR1 inh 12.3%[57.1 µM], TRHR ag -0.4, D2 agonist 1.4 and USP1 inh -4.6%.
O=C(CCNC(=O)C1CCN(S(=O)(=O)c2ccc(F)cc2)CC1)NCc1ccc(F)cc1 was read as PI4K2A block -0.7, TRHR PAM -0.4, D2 antagonist 32.7*, TrxR1 substrate 1.6%[57.1 µM], mIDH1 inhibitor -1.9%, TrxR1 inh 13.7%[57.1 µM], TRHR ag 0.5, D2 agonist 0.6 and USP1 inh -25.9%.
Screening COc1ccccc1N=Cc1c(C)[nH]n(-c2ccc(C)cc2C)c1=O returned PI4K2A block 3.4, TRHR PAM 3.8, D2 antagonist -6.2, TrxR1 substrate 5.6%[57.1 µM], mIDH1 inhibitor -2.5%, TrxR1 inh 19.5%[57.1 µM], TRHR ag 0.5, D2 agonist 0.0 and USP1 inh -17.9%.
`CCOC(=O)C1(Cc2ccc(OC)cc2)CCN(C(=O)CCc2cnccn2)CC1` gave PI4K2A block 3.7, TRHR PAM 12.4, D2 antagonist 15.6, TrxR1 substrate 4.2%, mIDH1 inhibitor 1.2%, TrxR1 inh 19.5%, TRHR ag 0.5, D2 agonist 1.0 and USP1 inh -18.0%.
For CCn1c(SCC(N)=O)nnc1-c1ccc(S(=O)(=O)N2CCN(C)CC2)cc1 the results were PI4K2A block 0.4, TRHR PAM 19.6, D2 antagonist -14.7, TrxR1 substrate 16.3%, mIDH1 inhibitor -5.4%, TrxR1 inh 17.0%, TRHR ag 0.2, D2 agonist -0.2 and USP1 inh 2.7%.
Screening CC(=O)c1ccc(NC(=O)COC(=O)/C=C/c2cccs2)cc1 returned PI4K2A block -0.3, TrxR1 substrate 3.2%, mIDH1 inhibitor 0.1%, TrxR1 inh 16.8% and USP1 inh -20.2%.
O=C(CN1CCN(Cc2ccccc2F)C1=O)NCc1ccccc1 was read as PI4K2A block -12.0, TRHR PAM 0.5, TrxR1 substrate -2.9%, mIDH1 inhibitor -3.6%, TrxR1 inh -0.4%, TRHR ag -1.4, D2 agonist -0.4 and USP1 inh -0.1%.
For O=C1c2ccccc2C(=O)N1CCc1ccccn1 the results were PI4K2A block -1.7, TRHR PAM -1.7, D2 antagonist 6.1, TrxR1 substrate 6.3%[57.1 µM], mIDH1 inhibitor 3.8%, TrxR1 inh 10.6%, TRHR ag -0.4, D2 agonist 0.2 and USP1 inh 6.9%.
CC(=O)N1CCN(C(=O)C2(NC(=O)Nc3ccc(C)cc3)CCCCC2)CC1 was read as PI4K2A block -2.9, TRHR PAM -4.8, D2 antagonist 5.3, TrxR1 substrate 3.4%, mIDH1 inhibitor 0.0%, TrxR1 inh 13.5%, TRHR ag -2.0, D2 agonist -1.3 and USP1 inh -7.7%.
For CCCC(=O)NC(C)c1nc2ccccc2n1CC (centres undefined) the results were PI4K2A block 2.1, TRHR PAM 44.8*, D2 antagonist -2.9, TrxR1 substrate 5.4%[57.1 µM], mIDH1 inhibitor 4.7%, TrxR1 inh 4.1%[57.1 µM], TRHR ag 0.0, D2 agonist -0.4 and USP1 inh inconclusive.
`CC1CCN(C(=S)Nc2ccc(F)cc2)CC1` gave PI4K2A block -10.1, TRHR PAM -2.7, D2 antagonist -14.7, TrxR1 substrate -0.1%, mIDH1 inhibitor 4.3%, TrxR1 inh 7.0%, TRHR ag -0.5, D2 agonist -0.3 and USP1 inh -6.8%.
For CC(C)C1C(=O)Nc2ccc(S(=O)(=O)NCc3ccc(Cl)cc3)cc21 (centres undefined) the results were PI4K2A block 5.3, TRHR PAM 14.9, TrxR1 substrate -1.5%, mIDH1 inhibitor -6.2%, TrxR1 inh 20.7%, TRHR ag 1.4, D2 agonist -0.3 and USP1 inh -7.4%.
For CC(=O)N1CCN(CCS(=O)(=O)c2cc(Cl)ccc2Cl)CC1 the results were PI4K2A block 1.0, TrxR1 substrate 11.9%, mIDH1 inhibitor 2.5%, TrxR1 inh -0.1%[57.1 µM] and USP1 inh -13.0%.
For CCOc1ccc(NC(=O)N2CCN3CCCCC3C2)cc1 (centres undefined) the results were PI4K2A block -7.5, TRHR PAM -0.9, TrxR1 substrate -0.3%, mIDH1 inhibitor 5.9%, TrxR1 inh 14.0%, TRHR ag 0.4 and USP1 inh -20.5%.
For C#CCOC(=O)C[N+](C)(C)CC#Cc1ccccc1 the results were PI4K2A block -14.9, TRHR PAM -1.0, D2 antagonist 19.4, TrxR1 substrate 0.6%, mIDH1 inhibitor 12.3%, TrxR1 inh 10.9%, TRHR ag 0.0, D2 agonist 0.7 and USP1 inh -12.9%.
For CCC(CO)NC(=O)c1ccc(-c2nn(C)c(=O)c3ccccc23)cc1 (centres undefined) the results were PI4K2A block 1.5, TRHR PAM 6.2, D2 antagonist -5.9, TrxR1 substrate -4.7%, mIDH1 inhibitor 0.1%, TrxR1 inh -6.5%, TRHR ag 1.0, D2 agonist -1.0 and USP1 inh -17.3%.
Screening Cc1nc(-c2cccc(NC(=O)Nc3ccccc3C(F)(F)F)c2)no1 returned PI4K2A block -0.9, TRHR PAM -1.0, TrxR1 substrate -0.6%[57.1 µM], mIDH1 inhibitor -4.1%, TrxR1 inh 6.1%[57.1 µM], TRHR ag -0.2, D2 agonist -0.1 and USP1 inh -22.6%.
`O=C(Nc1cccc(S(=O)(=O)N2CCCCCC2)c1)c1cncc(Br)c1` gave PI4K2A block 1.3, TrxR1 substrate 5.2%[57.1 µM], mIDH1 inhibitor -0.2%, TrxR1 inh 9.6%[57.1 µM] and USP1 inh -15.5%.
Screening COC(=O)c1ccc(CNC(=O)c2ccc(NS(=O)(=O)c3ccc4[nH]c(=O)[nH]c4c3)cc2)cc1 returned PI4K2A block 2.2, TRHR PAM -1.2, D2 antagonist -15.1, TrxR1 substrate -9.5%, mIDH1 inhibitor -0.9%, TrxR1 inh -7.2%, TRHR ag 0.1, D2 agonist 0.9 and USP1 inh -24.8%.
Screening CCCC1=NN(C(=O)Cc2ccc([N+](=O)[O-])cc2)C(O)(C(F)(F)F)C1 (centres undefined) returned PI4K2A block -13.6, TRHR PAM 3.2, D2 antagonist 5.0, TrxR1 substrate 6.7%[57.1 µM], mIDH1 inhibitor 3.9%, TrxR1 inh 0.4%[57.1 µM], TRHR ag 0.2, D2 agonist -0.4 and USP1 inh 0.5%.

From PubChem BioAssay
